Screening data: PubChem, National Center for Advancing Translational Sciences (NCATS)
UDG counter: counter-screen for AID inhibitors: uracil-DNA glycosylase inhibition | FRET deamination/UDG coupled assay, UDG read, 4 h | Potency, µM (top dose mostly 115 µM), for the others: at the highest dose activity change, negative = inhibition, hits mostly inhibitors | actives 0.14% (n = 91,000) | AID 1347430; note: nearly all actives have a fitted effect of over 65% in size
AID inhibitor: activation induced cytidine deaminase inhibition; actives 0.32% (n = 91,000); AID 1347428; Potency, µM (titrated, usually from 115 µM), inactives show top-dose activity change, negative = inhibition, usual class: inhibitors; AID deamination FRET fluorescence, UDG-coupled, 4 h; note: nearly all actives have a fitted effect of over 25% in size
Target sequence (Q9GZX7 whole entry, looked up): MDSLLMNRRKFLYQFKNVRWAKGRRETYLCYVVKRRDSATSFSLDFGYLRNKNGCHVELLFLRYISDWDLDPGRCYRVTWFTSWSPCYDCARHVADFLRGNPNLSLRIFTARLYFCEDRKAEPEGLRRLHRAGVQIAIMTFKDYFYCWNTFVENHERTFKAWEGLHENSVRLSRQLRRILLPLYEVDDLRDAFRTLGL
* = called active by the depositor; ? = inconclusive; [ ] = dose if it differs, or a comment. Calls come from the whole dose curve; as a rule, active = well fitted curve in the direction sought with a large enough effect; inconclusive = small, poorly fitted or top-dose-only effect, or another doubt; inactive = no such curve, though single readings can be large; an effect the other way counts as inactive or inconclusive. % is set by controls: 0 for no effect and ±100 for the full control effect; potency is the fitted concentration of half-maximal effect. Not all compounds are listed, so the mix of outcomes need not match the whole.

Every second line gives: UDG counter, AID inhibitor
> COc1ccc(F)cc1CO/N=C/c1cc(Cl)c(OC)c(OC)c1
→ -4%, -7%
> Cc1oc2ncn(CC(C)C)c(=O)c2c1C(=O)N(CCN(C)C)Cc1ccccc1
→ 28%, 3%
> CCC(CO)NS(=O)(=O)c1cc(C)c(Br)cc1Cl (configuration not stated)
→ 8%, -2%
> O=C(Cc1c[nH]c2ccccc12)OCc1ccc(-c2ccccc2)cc1
→ -1%, -1%
> CC(C)(C)C(=O)/C=c1/[nH]c(=O)/c(=C/c2cc(F)ccc2F)s1
→ 2%, -1%
> CC(=O)NNC(=S)Nc1cc(C)cc(C)c1
→ 5%, 16%
> CC1C2CC(C/C2=N\NC(N)=S)C1(C)C (configuration not stated)
→ -11%, -8%
> CCONC(=O)c1cc2c(s1)CCC(C(C)(C)C)C2 (configuration not stated)
→ 2%, -4%
> Cc1cccc(-n2c(Cc3ccccc3)nnc2SCc2nc(-c3cccs3)no2)c1
→ ?, ?
> CCOc1ccc(-c2nc3c(c(SCC(=O)N4CCCCC4)n2)Cc2ccccc2O3)cc1
→ -7%, 16%
> Fc1ccc(N/N=C/C(Br)=C/c2ccccc2)c(F)c1
→ -1%, 4%
> Cc1cc(CN2CCN(Cc3nc(C)no3)CC2)on1
→ -2%, 1%
> Cc1c2cnn(CC(=O)NCc3ccc(F)cc3)c(=O)c2c(C)n1Cc1cccc(Cl)c1
→ 29%, 4%
> O=C(Nc1ccccc1Br)N1CCC(CN2CCCC2)CC1
→ 5%, 0%
> CCOc1ccc(OCC)c(NS(=O)(=O)c2cc(-c3onc(C)c3C)ccc2OC)c1
→ -9%, -10%
> O=C(CC1CCCC1)Nc1nc(-c2ccc3c(c2)CCO3)cs1
→ 6%, -6%
> Cc1cc(C)cc(N2C(=O)CSC23C(=O)N(CC(N)=O)c2ccccc23)c1 (configuration not stated)
→ 1%, 7%
> O=C(/C=C/c1cccnc1)Nc1ccc(SC2CCCC2)cc1
→ -2%, -14%
> COc1ccc(N2CC(NC(=O)C3CC3)CC2=O)cc1OC (configuration not stated)
→ -3%, -11%
> CC1CCCN(C(=O)CSc2c3c(nc4cc(Cl)ccc24)CCCC3)C1 (configuration not stated)
→ -20%, -17%

The final five entries of the part above lead into the next.
Every second line gives: UDG counter, AID inhibitor
> O=C(CC1CCCC1)Nc1nc(-c2ccc3c(c2)CCO3)cs1
→ 6%, -6%
> Cc1cc(C)cc(N2C(=O)CSC23C(=O)N(CC(N)=O)c2ccccc23)c1 (configuration not stated)
→ 1%, 7%
> O=C(/C=C/c1cccnc1)Nc1ccc(SC2CCCC2)cc1
→ -2%, -14%
> COc1ccc(N2CC(NC(=O)C3CC3)CC2=O)cc1OC (configuration not stated)
→ -3%, -11%
> CC1CCCN(C(=O)CSc2c3c(nc4cc(Cl)ccc24)CCCC3)C1 (configuration not stated)
→ -20%, -17%
> O=C(CSc1nc(=O)n(CCN2CCOCC2)c2c1CCC2)Nc1ccc(Cl)c(Cl)c1
→ 1%, 9%
> COc1ccc(-c2nc(CSc3nncn4c3cc3sccc34)c(C)o2)cc1OC
→ 1%, 5%
> CC(C)CC(NC(=O)c1cccc(N(C)C)c1)c1ccccc1 (configuration not stated)
→ -3%, -7%
> CCc1ccc(CN(C(=O)Nc2cccc(Cl)c2)c2ccccn2)cc1
→ -31%, 1%
> Cc1oc(-c2ccc(C(=O)NC3CCCC3)cc2)nc1CS(=O)(=O)c1ccccc1
→ -6%, -3%
> COc1ccc(CCNC(=O)c2ccc3c(c2)N(Cc2ccccc2)CCS3)cc1OC
→ -11%, -16%
> COc1ccc(Nc2nc3ccccc3nc2-n2nc(C)cc2C)cc1
→ -2%, -8%
> CCCSc1nc(-c2ccccc2)[nH]c1S(=O)(=O)c1ccc(C)cc1
→ 5%, 0%
> N#Cc1ccc(/C=C/C(=O)N(CCc2ccccc2)Cc2cccs2)cc1
→ -12%, -18%
> Cc1cc2n(n1)CCCN2C(=O)Nc1ccccc1C(F)(F)F
→ 12%, 5%
> CS(=O)(=O)c1cccc(OC(=O)/C=C/c2cccc(OCc3ccccc3)c2)c1
→ -5%, -3%
> COc1ccccc1CC(=O)NC(C)C1CC2CCC1C2 (configuration not stated)
→ 2%, -5%
> CCC(Sc1nnc(C)n2c1cc1sccc12)C(=O)Nc1ccccc1F (configuration not stated)
→ 4%, ?
> COC(=O)Cc1c(C)c2ccc(OCc3ccc(Cl)cc3)cc2oc1=O
→ 8%, -8%
> O=C(CSc1ccc2c(c1)OCCCO2)NC1CCCc2ccccc21 (configuration not stated)
→ 1%, -2%
> CCn1nc(C)c2c(-c3ccccc3)cc(=O)n(C(C)C(=O)Nc3ccc(OC)c(OC)c3)c21 (configuration not stated)
→ 16%, -5%
> COCCNC(=O)CSc1nc(-c2ccc(C)cc2)[nH]c1-c1ccc(OC)cc1
→ 9%, -21%
> C#CC(C)(CC)NC(=O)Cn1nnc(-c2ccc(OCc3ccccc3Cl)cc2)n1 (configuration not stated)
→ -3%, 2%
> O=C(NCC1OCCc2ccccc21)c1ccc(Cl)cc1Cl (configuration not stated)
→ 1%, 3%
> CCCn1c2ccccc2c2cnn(CC(=O)N3CCCC(C(=O)OCC)C3)c(=O)c21 (configuration not stated)
→ -5%, -20%

Compounds shown so far containing two or more sulfur atoms, in the order listed:
Every second line gives: UDG counter, AID inhibitor
> Cc1cccc(-n2c(Cc3ccccc3)nnc2SCc2nc(-c3cccs3)no2)c1
→ ?, ?
> COc1ccc(-c2nc(CSc3nncn4c3cc3sccc34)c(C)o2)cc1OC
→ 1%, 5%
> CCCSc1nc(-c2ccccc2)[nH]c1S(=O)(=O)c1ccc(C)cc1
→ 5%, 0%
> CCC(Sc1nnc(C)n2c1cc1sccc12)C(=O)Nc1ccccc1F (configuration not stated)
→ 4%, ?

Later entries:
Every second line gives: UDG counter, AID inhibitor
> Cc1ccc(S(=O)(=O)Nc2cc(C(N)=O)cc(F)c2C)cc1Cl
→ 6%, 3%
> CCOc1ccc(NC(=O)c2c(Nc3ccccc3C)sc(C(=O)c3ccccc3)c2N)cc1
→ -19%, 339%[activator]
> CCOc1ccc(CCNC(=O)c2cc3c(=O)n(C)c4ccccc4c3s2)cc1OCC
→ 5%, 27%
> O=C(Nc1ccc(Br)cc1)C1CCN(S(=O)(=O)c2cccc3nsnc23)CC1
→ -9%, 25%
> Cc1c(C(=O)NCc2ccc(OC(C)C)cc2)sc2ncnc(N(C)C3CCCCC3)c12
→ -7%, ?
> CCOC(=O)C(NC(=O)/C=C/c1ccccc1Br)C(=O)OCC
→ -3%, 3%
> C/C(=N\NC(=O)C1CC1)C(C)C
→ 2%, 6%
> CCc1cccc(C)c1NC(=O)Cn1nnc(-c2nc(-c3ccccc3F)no2)c1N
→ 5%, 3%
> CCc1ccc(NS(=O)(=O)c2ccc3[nH]cc(C(=O)N(C)Cc4ccco4)c(=O)c3c2)cc1
→ -4%[57.5 µM], 3%
> Cc1cc(Cl)ccc1OCC(=O)Nc1c(Cl)ccc2nsnc12
→ 8%, 27%
> Cc1ccc(C(=O)NCC(c2ccco2)S(=O)(=O)c2cccs2)cc1C (configuration not stated)
→ ?, ?
> C(=N\N(c1ccccc1)c1ccccc1)/c1ccco1
→ 2%, -8%
> C/C=C/c1ccc(OCc2ccc(C#N)cc2)c(OC)c1
→ -12%, -17%
> O=C(Cn1c(=O)n(-c2ccccc2)c(=O)c2c3c(sc21)CCCC3)Nc1cccc(F)c1
→ -5%, 16%
> CCc1ccc(C(=O)NCc2ccco2)cc1
→ 1%, -4%
> CCCN(c1ccccc1F)S(=O)(=O)c1ccc2c(c1)C(C)(C)C(=O)N2C
→ 0%, -23%
> COc1ccc(CNc2ccccc2)cc1
→ 5%, 23%
> O=C(O)CCCC(=O)N1CCNC(=O)C1
→ 3%, 0%
> Cc1ccccc1OCC(=O)NC12CC3CC(CC(C3)C1)C2
→ -18%, -27%
> Cc1nn(CCC(=O)NCc2ccc(N(C)C)cc2)c(=O)c2nn(-c3ccccc3)c(C)c12
→ -7%[57.5 µM], 1%
> Cc1ccc(NC(=O)CCCn2c(=O)c3cccn3c3ccccc32)cc1Cl
→ -6%[57.5 µM], 6%
> O=C(NCc1cccnc1)C1c2ccccc2C(=O)N(Cc2ccccc2)C12CCCCC2 (configuration not stated)
→ 8%, 1%
> CN(C(=O)c1cc2c(Cl)nc3ccccc3c2s1)c1cccc(C(F)(F)F)c1
→ -7%, ?
> CCC(=O)c1c[nH]c2ccccc12
→ -3%, -2%
> CCOC(=O)c1c(C)[nH]c(C)c1S(=O)(=O)N1CCC(C(=O)Nc2ccc(F)cc2F)CC1
→ 5%, 2%
> CCOc1ccccc1Oc1coc2cc(OCC(=O)N3CCCCC3)ccc2c1=O
→ -6%, -14%
> Fc1ccc(N=Cc2cccc(Oc3ccccc3)c2)c(F)c1F
→ -4%, -9%
> Brc1ccoc1-c1nc(-c2ccccc2)no1
→ 6%, 7%
> CC(C)Oc1ccc(CNC(=O)c2cccc(NC(=O)c3nsc4ccccc34)c2)cc1
→ 0%, 6%
> N#Cc1ccc(C[B][B][B][B][B][B][B][B][B][B]Cc2ccc(C#N)cc2)cc1
→ -12%, -15%
> CNC(=S)NNC(=O)c1ccncc1
→ 4%, 6%
> CCn1cc(C(=O)NCCc2ccc(Cl)cc2)c(=O)c2cc(S(=O)(=O)N3CCCCCC3)ccc21
→ 1%, 1%
> COc1ccc(-c2cc(C(=O)Nc3sc4c(c3C#N)CCCC4)no2)cc1OC
→ 12%, 4%
> O=C(c1ccccc1)c1ccc(OCC(=O)c2c[nH]c3ccccc23)cc1
→ 6%, 5%
> COc1cc(-c2noc(-c3cc(C(C)C)[nH]n3)n2)cc(OC)c1OC
→ 5%, -12%
> Cc1ccc(-n2c(=O)c3c(C)c(C(=O)N(C)C)sc3n(Cc3ccccc3C)c2=O)cc1C
→ 8%[57.5 µM], 8%
> CC(C)CSc1nnc(SC(C)C(=O)Nc2ccccc2F)s1 (configuration not stated)
→ 0%, -1%
> COc1ccccc1CCNC(=O)c1cc2c(=O)n3cccc(C)c3nc2n1C
→ 5%, -9%
> N#Cc1cccc(C(=O)Nc2ccc(Cl)c(C(F)(F)F)c2)c1
→ 3%, -2%
> CCOc1ccc(-c2cnc(NCc3ccc(OC)cc3OC)n2C)cc1
→ 1%, -2%

Entries of single compounds, looked up by structure. Order of values: UDG counter	AID inhibitor
COc1cc(-c2noc(-c3cc(C(C)C)[nH]n3)n2)cc(OC)c1OC reads 5%	-12%
CCOc1ccccc1Oc1coc2cc(OCC(=O)N3CCCCC3)ccc2c1=O reads -6%	-14%

Further compounds follow.
Every second line gives: UDG counter, AID inhibitor
> Cc1ccc(C(c2ccc([N+](=O)[O-])cc2)c2ccc(C)s2)s1
→ -1%, -9%
> COc1cc(Cl)c(NC(=O)CN(C)S(=O)(=O)c2ccc3[nH]c4c(c3c2)CCCC4)c(OC)c1
→ -26%[57.5 µM], -12%
> O=C1Nc2ccc(S(=O)(=O)Nc3ccccc3O)c3cccc1c23
→ 3%[57.5 µM], 17%[57.5 µM]
> CCN(CC)CCCNC(=O)c1cn(CC(C)C)c(=O)c2c1c1ccccc1n2C
→ 33%[activator], -16%
> NC(CO)C(=O)NNCc1ccc(O)c(O)c1O (configuration not stated)
→ -7%, ?
> CCOc1ccc(C(=O)NCCSc2c(C)[nH]c3ccccc23)cc1OCC
→ -1%, ?
> Cc1ccc(NC(=O)Nc2nnc(C3CCCCC3)s2)cc1C
→ 6%, -2%
> Cc1ccc(CNC(=O)c2cnn(-c3cccc(C)c3)c2C2CCN(C(=O)OC(C)(C)C)CC2)cc1
→ 22%, ?
> Cc1cccc(OCCCCn2c(C3CC(=O)N(c4ccccc4Cl)C3)nc3ccccc32)c1 (configuration not stated)
→ -3%, 1%
> Cc1ccc(C(=O)N2CCN(Cc3cc(=O)n4nc(-c5ccccc5)sc4n3)CC2)cc1
→ 1%[57.5 µM], 11%
> CCOCCCNC(=O)CCc1nnc2ccc(N3CCN(c4cccc(OC)c4)CC3)nn12
→ -3%, 1%
> O=C(NCC1(c2ccccc2)CCCC1)c1cc2c(Cl)nc3ccccc3c2s1
→ -9%, -11%
> COC(=O)Cn1nnc2sc3c(c2c1=O)CCCC3
→ 3%, -6%
> Cc1ccc(CNC(=O)CCc2ncc(-c3ccc(F)cc3)o2)cc1F
→ -7%, -8%
> Cc1ccccc1-c1noc(-c2ccccc2OCC(=O)Nc2ccccc2[N+](=O)[O-])n1
→ -10%, 5%
> CN(C)c1ccc(NC(=O)c2cccc(N(C)C)c2)cc1
→ -1%, -1%
> CCc1ccc(NC(=O)C2=C(C)C(=O)OC23CCCCC3)cc1
→ -4%, 5%
> O=C(NCCc1cccs1)c1ccc(Cn2c(SCc3cccc(F)c3)nc3cccnc32)cc1
→ -9%, ?
> O=C(Nc1cc(C(F)(F)F)ccc1Cl)C1(F)C(F)(F)C(F)(F)C(F)(F)C(F)(F)C1(F)F
→ -1%, -1%
> Cc1cc(C)cc(-n2c(SCC(=O)N3CCCC3)nc3c([nH]c4ccccc43)c2=O)c1
→ 1%, 23%
> Cc1ccc(CNC(=O)c2ccc(-c3csc(C4CC4)n3)cc2)cc1
→ -3%, -10%
> O=C(Cn1c(=O)c2cccn2c2ccc(F)cc21)N1CCN(c2ccccc2F)CC1
→ -4%[57.5 µM], -10%
> CC(Cn1cccn1)NC(=O)N1CCN(Cc2cccnc2)CC1 (configuration not stated)
→ 0%, -1%
> O=[N+]([O-])c1cc(-c2nc(-c3ccccc3)no2)ccc1N1CCN(c2ccccc2)CC1
→ 53%[activator], -2%
